High-throughput results as filed in PubChem BioAssay.
SMARCA2 act – SMARCA2 function activation, primary screen; MG213 cells, MMTV-luciferase reporter, dexamethasone, overnight; activation, % at 9.1 µM; 370,000 tested, 1% active; in the data active means activation above about 7.8%;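 further: 0% = vehicle wells and 100% = reference activator wells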
hgDAF12 agonist – agonists of H. glycines DAF-12 nuclear receptor. HEK293 GAL4-hgDAF12 UAS-luciferase reporter, agonist luminescence; normalized to butyrate control. AID 687014. activation, % at 6.8 µM. 370,000 tested, 1.8% active;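 active means activation above a cutoff set at the mean of all screened compounds plus 3 SD, cut at about 10% in these data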;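 further: 0% = DMSO wells and 100% = sodium butyrate wells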
hcDAF-12 act – activators of H. contortus DAF-12 nuclear receptor | HEK293 hcDAF-12 lit1-tk-luc reporter, luminescence; 0% DMSO, 100% Δ7-dafachronic acid | activation, % at 6.8 µM | 370,000 tested, 1.4% active | AID 652067;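 active means activation above the mean of all tested compounds plus 3 SD, cut at about 5.5% in these data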;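 further: 100% = response to 3 µM Δ7-dafachronic acid high control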
ADAM17 inh – inhibits human ADAM17 | recombinant ADAM17, EDANS/DABCYL FRET peptide cleavage | P78536 | 370,000 tested, 0.83% active | AID 720648 | inhibition, % at 6.95 µM;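 active means inhibition above the mean of compounds lying between control limits plus 3 SD, set per campaign, cut at about 8.5% in these data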;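 further: 0% = DMSO-only wells as the low control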
MBD2 DNA inh – blocks human MBD2 binding to methylated DNA | Q9UBB5 | TR-FRET, MBD2 binding to methylated oligonucleotide | inhibition, % at 4.4 µM | 370,000 tested, 0.31% active; in the data active means inhibition above about 13%
Target sequence (Q9UBB5 whole entry, looked up): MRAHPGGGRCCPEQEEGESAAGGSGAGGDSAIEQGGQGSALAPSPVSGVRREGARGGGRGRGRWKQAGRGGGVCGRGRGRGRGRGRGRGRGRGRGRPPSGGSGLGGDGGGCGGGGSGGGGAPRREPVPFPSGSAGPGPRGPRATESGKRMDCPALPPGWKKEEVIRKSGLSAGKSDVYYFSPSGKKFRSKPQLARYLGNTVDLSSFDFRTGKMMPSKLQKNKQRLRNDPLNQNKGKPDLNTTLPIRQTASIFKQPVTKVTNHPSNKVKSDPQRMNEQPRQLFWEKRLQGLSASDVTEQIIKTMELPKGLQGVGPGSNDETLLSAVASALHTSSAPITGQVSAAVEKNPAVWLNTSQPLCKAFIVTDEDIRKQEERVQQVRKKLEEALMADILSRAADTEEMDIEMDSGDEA
PLCb3 inh – inhibitors of human phospholipase C beta3 | inhibition, % at 12.2 µM | Q01970 | 370,000 tested, 0.18% active | Purified PLC-beta3, fluorogenic substrate, fluorescence | AID 720704; in the data active means inhibition above about 11%;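 further: 0% = median of compound wells on plate and 100% = full blocker control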
PLCg1 inh – PLC-gamma1 (human) inhibition, primary screen; 370,000 tested, 0.84% active; purified PLC-gamma1, fluorogenic substrate, fluorescence; P19174; inhibition, % at 12.2 µM; in the data active means inhibition above about 9.5%
DAX1 inh-1 – inhibits human nuclear receptor DAX1. inhibition, % at 6.75 µM. HEK293 Gal4-DAX1 luciferase reporter, luminescence. 340,000 tested, 0.99% active. AID 504766;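 active means inhibition above the mean over all tested compounds plus 3 SD, cut at about 4.2% in these data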;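 further: 0% = DAX1-transfected cells with DMSO and 100% = empty-vector control cells with DMSO; inhibition shows as a rise in luminescence from relieved DAX1 repression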
Target sequence (P51843 207-470 limits assumed): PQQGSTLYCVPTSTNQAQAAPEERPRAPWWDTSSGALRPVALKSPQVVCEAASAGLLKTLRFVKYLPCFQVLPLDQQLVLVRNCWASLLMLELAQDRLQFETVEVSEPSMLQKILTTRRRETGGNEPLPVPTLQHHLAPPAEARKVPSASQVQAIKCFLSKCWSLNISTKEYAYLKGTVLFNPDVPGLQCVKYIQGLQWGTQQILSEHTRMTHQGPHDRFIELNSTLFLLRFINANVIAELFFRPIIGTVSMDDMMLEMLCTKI
Rev-erbA mod – modulates human Rev-erb alpha binding to DNA. P20393. Rev-erbα–FITC-DNA binding, fluorescence polarization, 90 min. activity, % at 10 µM. 370,000 tested, 0.79% active. AID 1259318;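 active means activity above about 14%, limit read from the data; passing the limit was not always enough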;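 further: 0% = DMSO wells with 35 nM protein and 100% = DMSO wells with 750 nM protein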
ssDAF12 agonist – activates DAF-12 receptor from parasite S. stercoralis; AID 652126; activation, % at 6.8 µM; 370,000 tested, 1% active; HEK293 ssDAF-12/GRIP1 lit1-tk-luc reporter, luminescence; % of 3 µM dafachronic acid response;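 active means activation above the mean over all tested compounds plus 3 SD, cut at about 0.9% in these data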;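 further: 0% = DMSO-only wells and 100% = 3 µM delta7-dafachronic acid wells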
DAX1 inh-2 – blocks DAX1 repression of SF-1 activated StAR promoter; HEK293T StAR-luciferase reporter, SF-1/DAX-1 repression relief; inhibition, % at 6.8 µM; AID 652010; 370,000 tested, 1.1% active;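 active means inhibition above the mean over all tested compounds plus 3 SD, cut at about 3.6% in these data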;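 further: 0% = DAX-1 cells with DMSO and 100% = cells lacking DAX-1 with DMSO; higher inhibition means more luminescence from relief of DAX-1 repression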
* marks the source's active call; other numbers are inactive results; i = inactive; x = not tested or not shown.

| item | compound | SMARCA2 act | hgDAF12 agonist | hcDAF-12 act | ADAM17 inh | MBD2 DNA inh | PLCb3 inh | PLCg1 inh | DAX1 inh-1 | Rev-erbA mod | ssDAF12 agonist | DAX1 inh-2 |
| --- | --- | --- | --- | --- | --- | --- | --- | --- | --- | --- | --- | --- |
| 1 | O=C(NCCc1ccccc1)c1nc2nc(-c3cccs3)cc(C(F)(F)F)n2n1 | 2 | 2.0 | 1.3 | -407 | 4 | i | -474 | 1.6 | 15 | -0.6 | 0.4 |
| 2 | COCCNC(=O)C(=O)c1c(-c2ccccc2)[nH]c2ccccc12 | -3 | 1.4 | -0.7 | -4 | 2 | 0 | 1 | 0.6 | -1 | -1.8 | -0.6 |
| 3 | Cn1nc([N+](=O)[O-])nc1Oc1ccc2ccccc2c1 | 2 | 1.6 | -1.9 | -4 | -2 | 2 | 2 | -0.3 | 5 | -0.9 | -0.9 |
| 4 | CCN(CC)S(=O)(=O)c1ccc(C(=O)OCCNC(=O)c2cccnc2)cc1 | -4 | 3.3 | -1.1 | -2 | 4 | 0 | -2 | -0.8 | -11 | -0.6 | -0.2 |
| 5 | COC(=O)[C@@]12CCCCN1[C@H](c1ccc(-c3ccc4c(c3)OCO4)c(OC)c1)[C@@H]1C(=O)N(C)C(=O)[C@@H]12 | -1 | -0.3 | -2.5 | 7 | 0 | -9 | -8 | -1.1 | -1 | -1.0 | 0.1 |
| 6 | O=[N+]([O-])c1ccc(Cl)c(-c2ccc(/C=N/n3cnnc3)o2)c1 | 2 | -3.4 | -1.2 | 4 | 1 | -3 | -21 | -1.7 | -3 | -0.7 | -0.6 |
| 7 | CCN(CC)C1=NC=CC(c2ccccc2)=CC1C (stereo unspecified) | 1 | -0.2 | -2.4 | -3 | 1 | -1 | 3 | -0.7 | -3 | -1.5 | -0.4 |
| 8 | O=C(COC(=O)/C=C/c1ccc(Cl)cc1)NCCN1C(=O)CSC1=O | -2 | 2.3 | -1.4 | -5 | 0 | -4 | -1 | -1.0 | 1 | -1.5 | 0.3 |
| 9 | Cc1ccn2c(=O)c(C(=O)NCCC3=CCCCC3)c(O)nc2c1 | 0 | -2.2 | 0.5 | -2 | -2 | -17 | -6 | 0.2 | -4 | -0.3 | 0.5 |
| 10 | O=C(NCC(c1ccc(F)cc1)N1CCOCC1)c1cccnc1Sc1ccc(Cl)cc1 (stereo unspecified) | 0 | -1.5 | -1.5 | 1 | 9 | -7 | 5 | -2.1 | 2 | -1.6 | -1.6 |
| 11 | CC(C)c1ccc(S(=O)(=O)c2ccc(NN)cc2)cc1 | 1 | 2.1 | -2.8 | -2 | -1 | -9 | -7 | 0.3 | 0 | -1.0 | -0.4 |
| 12 | CC(C)(C)c1ccc(OCCC(=O)NCCc2ccc(S(N)(=O)=O)cc2)cc1 | 2 | -1.1 | -1.9 | 0 | 2 | -3 | 0 | -0.7 | 2 | -1.3 | -1.8 |
| 13 | Cc1ccccc1NC(=O)CSc1nc(COc2ccccc2)nc2ccccc12 | -3 | 1.9 | 1.8 | 3 | 4 | 0 | 0 | -2.7 | -2 | -0.8 | 0.6 |
| 14 | COC(=O)C(NC(C)=O)(Nc1nc2ccc(C)cc2s1)C(F)(F)F (stereo unspecified) | -3 | -1.3 | -2.2 | -5 | -1 | -1 | -1 | 0.6 | 0 | -0.9 | 0.9 |
| 15 | CCOc1ccc(S(=O)(=O)N2CCN(c3ccc(OC)cc3)CC2)c2cccnc12 | -3 | -3.8 | -1.6 | -3 | 3 | -1 | -2 | 0.6 | 0 | -1.1 | -0.7 |
| 16 | CCN1C(=O)[C@@H]2[C@H](C1=O)[C@@H]1C[C@H]3C(=O)N(CC)C(=O)[C@H]3[C@@H]3C1=C(C(=O)N1C(=O)OC(=NCC4CC4)[C@]31C)[C@@H]2C | 0 | -0.1 | 1.8 | -2 | 3 | 2 | 2 | 1.0 | 1 | -1.3 | 0.0 |
| 17 | CCC(C)(C)C1CCC(NC(=O)N2CCN(c3ccccc3O)CC2)CC1 (stereo unspecified) | -4 | -0.7 | -2.1 | 2 | 3 | -7 | 0 | -0.1 | 3 | -1.2 | -0.7 |
| 18 | Cn1ncc(Cl)c1C(=O)N1CCN(c2cccc(Cl)c2)CC1 | -2 | -1.9 | -1.4 | -2 | -1 | -7 | -2 | -0.3 | -2 | -0.9 | -1.2 |
| 19 | O=C(NCc1ccco1)Oc1ccccc1 | -1 | 3.8 | 3.4 | 7 | -4 | 5 | 8 | 0.4 | -9 | -0.1 | 0.9 |
| 20 | COc1cccc(/C=N/Nc2nc(-c3cccnc3)nc3ccccc23)c1 | -1 | 0.0 | -1.8 | -8 | 1 | -37 | -22 | -0.6 | 2 | 0.2 | -0.8 |
| 21 | CCn1c(C)[n+](CCOC(C)=O)c2cc(Cl)c(Cl)cc21 | -3 | 0.9 | -1.3 | -4 | 8 | -7 | -2 | 0.2 | 0 | -0.5 | -0.1 |
| 22 | CS(=O)(=O)N1CCC2CC1c1cc(-c3ccccc3)ccc12 (stereo unspecified) | -2 | 1.6 | -1.2 | 0 | 0 | 6 | 1 | -1.4 | 8 | -0.9 | -1.1 |
| 23 | Cc1ccccc1NCC(=O)N/N=C\c1ccc([N+](=O)[O-])s1 | -5 | -8.0 | -2.3 | 3 | -6 | 6 | 4 | -1.7 | 3 | -1.5 | -2.2 |
| 24 | CSc1cccc(NC(=O)COC(=O)C2(c3ccccc3)CC2)c1 | -2 | -1.4 | -1.7 | 3 | -1 | 1 | -1 | 0.9 | 9 | -0.9 | -0.9 |
| 25 | CCn1c(CC(=O)Nc2ccc(F)cc2)nnc1SCC(=O)Nc1nnc(C)s1 | 7 | -0.3 | -1.3 | 0 | -6 | -2 | 1 | 0.4 | 6 | -0.2 | 0.5 |
| 26 | CN(C(=O)CS(=O)(=O)Cc1ccccc1Cl)c1ccccc1 | -4 | -2.3 | -0.1 | -1 | -6 | 0 | 2 | 0.7 | 3 | -1.2 | -0.5 |
| 27 | Cc1ccc(C(=O)N2CCC(Cc3ccccc3)CC2)cc1[N+](=O)[O-] | 0 | 0.6 | -1.2 | 3 | 2 | -8 | 0 | -2.1 | 4 | -2.0 | -0.8 |
| 28 | CCOc1ccc2[nH]cc(C(=O)NCc3ccc(F)cc3)c(=O)c2c1 | 2 | -4.4 | -2.8 | -6 | 1 | -5 | 2 | -1.5 | 6 | -1.6 | -0.4 |
| 29 | Cc1nnc(SCC(=O)NC2CCS(=O)(=O)C2)n1Cc1ccccc1 (stereo unspecified) | 1 | -1.4 | -1.1 | -2 | 0 | 0 | -1 | 1.2 | -2 | -0.4 | -0.1 |
| 30 | CCOC(=O)c1nnc(-c2ccccc2)o1 | 0 | 0.4 | -1.2 | -6 | 4 | 1 | -3 | 0.7 | 0 | -1.1 | -0.2 |
| 31 | COc1ccc(OC)c(-c2csc(NC(=O)CSc3ccc([N+](=O)[O-])cc3)n2)c1 | -4 | -1.7 | -0.5 | 11* | 0 | 1 | 2 | 0.1 | 3 | -2.5 | -0.4 |
| 32 | CN(C)c1ccc(CNn2cnnc2SCC(=O)NC(C)(C)C)cc1 | -3 | -3.1 | -1.5 | -4 | 1 | -10 | 1 | -1.2 | -1 | -1.4 | -0.1 |
| 33 | CC(=O)c1nc2ccccc2n1Cc1ccccc1 | 0 | 0.9 | -2.0 | -2 | -5 | -14 | -7 | 0.9 | 6 | -0.7 | -0.2 |
| 34 | COc1cccc(C(=O)/C=C/Nc2cc(C)ccc2O)c1 | 5 | -1.1 | -1.0 | 0 | 1 | -28 | -21 | 1.4 | 9 | -1.5 | 0.3 |
| 35 | CC1Cc2cc(/C(O)=C3/C(=O)C(=O)N(CC4CCCO4)C3c3ccco3)ccc2O1 (stereo unspecified) | 0 | -1.5 | -0.2 | 0 | -3 | -3 | 1 | 1.5 | -1 | -1.5 | -1.2 |
| 36 | CC(=O)N1CCc2cc(S(=O)(=O)NCCC(=O)N3CCN(Cc4ccccc4)CC3)ccc21 | -6 | -6.3 | -2.1 | -1 | 2 | 3 | -2 | -1.9 | -2 | -1.6 | -1.4 |
| 37 | Cc1cccc(NS(=O)(=O)c2cnc[nH]2)c1 | -2 | 4.5 | -1.1 | 1 | 5 | 0 | 0 | 0.6 | -7 | -0.9 | 0.4 |
| 38 | C=CCCC1CN(Cc2ccc(OC)cc2)S(=O)(=O)c2c(cccc2N2CCCC2)O1 (stereo unspecified) | -4 | -2.6 | -0.7 | 1 | -4 | 0 | 0 | x | 0 | -0.8 | -2.2 |
| 39 | COc1cccc(C(C#N)N2CCCCC2)c1O (stereo unspecified) | 1 | -0.6 | 3.0 | -6 | -6 | -15 | -12 | 0.4 | 6 | 0.1 | 0.3 |
| 40 | COCCN(C(=O)COC(=O)COc1ccc2ccccc2c1)c1c(N)n(Cc2ccccc2)c(=O)[nH]c1=O | -3 | -0.5 | 1.1 | 4 | -6 | -5 | 1 | 0.7 | -6 | -0.8 | -0.3 |
| 41 | CCOCC(=O)Nc1ccc2c(c1)OCCO2 | 0 | 6.7 | 1.5 | -6 | 7 | 3 | 2 | 1.6 | 4 | 0.6 | -0.5 |
| 42 | COc1ccc(S(=O)(=O)N(Cc2ccco2)Cc2cc3ccccc3[nH]c2=O)cc1 | -3 | -4.0 | -3.6 | -30 | -1 | -48 | -28 | -1.0 | -6 | -1.3 | -0.5 |
| 43 | CCNC(=O)NC(=O)C(C)SCc1ccccc1C (stereo unspecified) | -1 | 0.0 | -1.1 | -7 | 1 | 0 | -1 | -0.7 | 2 | -1.7 | 0.1 |
| 44 | COc1cc(C2CC(=O)Oc3cc(O)ccc32)cc(OC)c1OC (stereo unspecified) | -4 | -3.2 | -1.0 | -2 | 5 | -4 | 0 | 0.3 | 2 | -0.3 | 0.1 |
| 45 | COc1cccc(N=c2oc3cc(O)ccc3cc2C(=O)NCC2CCCO2)c1 (stereo unspecified) | 1 | 5.7 | -1.2 | i | -6 | i | i | 2.5 | 8 | -1.6 | -1.2 |
| 46 | CCCN(CCO)Cc1cccc(Cl)c1 | 3 | -0.5 | -0.3 | -3 | 8 | 0 | -4 | -0.3 | 1 | -1.9 | 0.1 |
| 47 | CNS(=O)(=O)c1ccc(CCC(=O)N2CCOCC2)cc1 | -1 | 2.2 | 2.3 | -3 | 1 | -4 | -1 | 1.0 | -1 | -0.8 | -0.3 |
| 48 | O=C(/C=C/c1ccc(F)cc1)NC(Cc1c[nH]c2ccccc12)C(=O)O (stereo unspecified) | 1 | -0.5 | -0.2 | 1 | 0 | 3 | 1 | 0.7 | -4 | -1.1 | 0.3 |
| 49 | CCc1ccccc1-n1c(-c2ccncc2)n[nH]c1=S | -1 | -1.0 | -0.9 | 5 | -2 | -16 | -7 | -0.2 | 5 | -1.1 | 0.4 |
| 50 | c1nnc(NC2=NCCC2)s1 | 3 | 1.6 | 0.3 | 3 | -2 | 1 | 6 | 0.5 | -4 | 0.0 | 0.9 |
| 51 | CC(C)[C@H](NC(=O)c1ccccc1Cl)C(=O)OCC(=O)N1CCCCC1 | -1 | 5.1 | -1.5 | -8 | 5 | 2 | -2 | 2.6 | 9 | -0.9 | 0.1 |
| 52 | Cc1ccc(/C=C/C(O)=C2/C(=O)N(C)C3(C)CC2c2ccccc2O3)cc1 (stereo unspecified) | 0 | 1.1 | -1.0 | -5 | -5 | -19 | -16 | 1.0 | x | -0.4 | -0.7 |
| 53 | O=C(NCCN1CCCCC1)c1ccc(=O)oc1 | -2 | -0.5 | -1.0 | -82 | 10 | -37 | -20 | -0.3 | -1 | -0.8 | 0.0 |

No enrichment for hits. Share with any hit: about 7.4%.
